Source: PubChem
LDHA inh = qHTS assay for inhibitors of human lactate dehydrogenase; purified LDHA, NADH/diaphorase-resazurin fluorescence; hits give low values; 480,000 compounds, 0.15% hits; activity change, % (values are at about 110 or 230 µM); L-lactate dehydrogenase A chain (Homo sapiens), P00338; in the data active = activity change below about -30%; inconclusive = mostly about -25% to -30%;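 note: plate controls were DMSO wells for no effect and wells without enzyme for full effect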
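Enzyme activity of human lactate dehydrogenase 5 (2 nM; 0.06 mM NADH, 0.2 mM pyruvate, 5 min, RT) is measured via a resazurin/diaphorase fluorescence readout of residual NADH.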
Glioma ERSR ind = qHTS for Inducers of the Endoplasmic Reticulum Stress Response (ERSR) in Human Glioma: qHTS; Potency, µM, for the others: at the highest dose activation, actives largely listed as activators; U87-MG GRP78 promoter luciferase reporter, 16 h; 420,000 compounds, 0.02% hits; note: potency is the fitted concentration of half-maximal effect; series mostly up to about 76 µM; % of control where 0% means no effect; nearly all actives have a fitted effect of over 35% in size
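ERSR induction read as luciferase luminescence (Bright-Glo, 10 min at room temperature) in stably transfected human U87-MG glioma cells exposed to compounds for 16 h, using GRP78 as sensor.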
ERG Ets-DNA blk = qHTS for Small Molecule Inhibitors of the ERG Ets/DNA interaction; 370,000 compounds, 0.028% hits; Transcriptional regulator ERG (Homo sapiens), P11308; Potency, µM (doses to about 76.9 µM), without a hit: top-dose FP activity, negative = inhibition, usual class: inhibitors; fluorescence polarization, His-ERG Ets domain / labelled DNA; active = well fitted inhibition curve with a large enough effect in the polarisation, with a control signal flat; inconclusive = small, poorly fitted or top-dose-only effect, or effect the other way, or a change in a side signal; inactive = no such curve, though single readings can be large or run the other way; the % refers to the polarisation;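 note: polarization taken with two DNA probes labelled with fluorescein and Texas red; potency is the fitted concentration of half-maximal effect; % of control where 0% means no effect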
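His-tagged ERG Ets domain (1 uM in the protein solution; 300mM KCl, 50mM Tris-HCl, 1mM EDTA, 1mM DTT, pH 7.5) received compound, then a probe mix of 5 nM fluorescein-DNA and 100nM Texas-615-DNA. Fluorescence polarization was read for both dyes.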
D2 agonist = HTS Assay for Allosteric Agonists of the Human D2 Dopamine Receptor: Primary Screen for Agonists; 340,000 compounds, 0.53% hits; activation, % at 2 µM; AID 485358, 2010; D(2) dopamine receptor (Homo sapiens), P14416; HEK293 T-REx D2 cells, calcium flux agonist mode;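 active = activation over 3 SD above normal in the single-dose calcium agonist read, cut at about 30% in these data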; note: 0% is about no effect
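Tetracycline-induced HEK293 Trex cells with D2 receptor force-coupled to calcium signaling, plated overnight at 30 C and loaded with no-wash calcium dye. Calcium flux read kinetically for 180 s after compound addition; responses flag agonists.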
ALOX12 inh = Primary qHTS assay for inhibitors of human arachidonate 12S-lipoxygenase (ALOX12): Round 2. purified 12hLO, xylenol orange hydroperoxide absorbance. Potency, µM (top dose mostly 108 µM), without a hit: at the highest dose activity change, negative = inhibition, actives largely listed as inhibitors. 580,000 compounds, 1.1% hits. Polyunsaturated fatty acid lipoxygenase ALOX12 (Homo sapiens), P18054; note: potency is the fitted concentration of half-maximal effect; % is set by controls: 0 for no effect and ±100 for the full control effect
Target sequence (P18054 whole entry, looked up): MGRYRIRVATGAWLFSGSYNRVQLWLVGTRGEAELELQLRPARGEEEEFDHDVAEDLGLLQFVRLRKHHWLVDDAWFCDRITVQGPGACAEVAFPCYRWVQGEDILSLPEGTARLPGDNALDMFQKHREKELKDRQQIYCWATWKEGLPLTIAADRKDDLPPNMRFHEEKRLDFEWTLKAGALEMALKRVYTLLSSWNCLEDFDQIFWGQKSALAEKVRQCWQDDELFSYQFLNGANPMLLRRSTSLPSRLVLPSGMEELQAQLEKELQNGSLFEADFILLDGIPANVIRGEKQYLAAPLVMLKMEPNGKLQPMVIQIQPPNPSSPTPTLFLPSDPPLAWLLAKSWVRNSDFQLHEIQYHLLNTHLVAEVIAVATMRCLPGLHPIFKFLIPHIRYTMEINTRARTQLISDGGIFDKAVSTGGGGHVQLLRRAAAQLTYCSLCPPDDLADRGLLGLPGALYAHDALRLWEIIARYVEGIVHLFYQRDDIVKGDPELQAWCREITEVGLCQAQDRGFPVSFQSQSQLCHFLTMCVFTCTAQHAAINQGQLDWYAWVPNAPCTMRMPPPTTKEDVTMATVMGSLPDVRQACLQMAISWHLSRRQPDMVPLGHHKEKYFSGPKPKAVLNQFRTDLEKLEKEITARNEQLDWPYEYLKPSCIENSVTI
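Purified human 12hLO (150 nM final) in 25 mM Hepes, 0.01% Triton X-100, pH 7.0 was preincubated 15 min at room temperature with compound. Then 40 uM arachidonic acid was added, 30 min. Hydroperoxide was read by Fe-XO absorbance ratio 573/405 nm.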
Vif-A3F inh = qHTS for Inhibitors of Vif-A3F Interactions: qHTS; 390,000 compounds, 0.2% hits; AID 602313, 2012; HeLa A3F-eYFP + Vif (tagged APOBEC3F with the HIV-1 protein that degrades it), YFP fluorescence increase; Potency, µM (doses to about 46.1 µM), for inactives: top-dose activity, negative = active; note: potency is the fitted concentration of half-maximal effect; % of control where 0% means no effect; nearly all actives have a fitted effect of over 65% in size
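HeLa cells stably expressing A3F-eYFP plus Vif, plated and incubated overnight at 37 deg C, then exposed to compounds overnight at 37 deg C. Blocked degradation read as raised yellow fluorescence (Ex 488/Em 500-530).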
RGS4 inh = Inhibitors of Regulator of G Protein Signaling (RGS) 4: qHTS. Regulator of G-protein signaling 4 (Homo sapiens), P49798. Transcreener GDP fluorescence polarization, RGS4-accelerated GTP hydrolysis. Potency, µM (series often up to 114 µM), without a hit: top-dose activity change, negative = inhibition, actives largely listed as inhibitors. 390,000 compounds, 0.039% hits; note: potency is the fitted concentration of half-maximal effect; % is set by controls: 0 for no effect and ±100 for the full control effect; nearly all actives have a fitted effect of over 75% in size; some results filed as inactive show a strong effect at the top dose
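MLSMR compounds (23 nl, pin-transferred) preincubated 10 min at room temperature with a 500nM (2x) first reagent, then RGS4 at 900nM (2x) plus Transcreener GDP mix added; fluorescence polarization (620/688 nm) read before and after 90 min at 30 °C.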
D2 antag = HTS Assay for Allosteric Antagonists of the Human D2 Dopamine Receptor: Primary Screen for Antagonists | 340,000 compounds, 2% hits | D(2) dopamine receptor (Homo sapiens), P14416 | HEK293 TREx D2 cells, calcium flux, dopamine EC80 | inhibition, % at 10 µM; in the data active = inhibition above about 30%; note: 0% is about no effect
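HEK293 T-REx D2 cells, tet-induced, calcium dye no-wash. Cpd pintool add, 180 s kinetic, then EC80 DA, 180 s kinetic. Ca flux read.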
Vif-A3G inh = qHTS for Inhibitors of Vif-A3G Interactions: qHTS; HeLa A3G-eYFP + Vif (tagged APOBEC3G with the HIV-1 protein that degrades it), YFP fluorescence, overnight; AID 602310, 2012; DNA dC->dU-editing enzyme APOBEC-3G (Homo sapiens), Q9HC16; Potency, µM (titrated, usually from 46.1 µM), without a hit: top-dose activity, negative = active, hits mostly inhibitors; 410,000 compounds, 0.076% hits;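 note: potency is the fitted concentration of half-maximal effect; % is set by controls: 0 for no effect and ±100 for the full control effect; nearly all actives have a fitted effect of over 60% in size; hits raise eYFP signal because A3G escapes Vif-driven loss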
Target sequence (Q9HC16 whole entry, looked up): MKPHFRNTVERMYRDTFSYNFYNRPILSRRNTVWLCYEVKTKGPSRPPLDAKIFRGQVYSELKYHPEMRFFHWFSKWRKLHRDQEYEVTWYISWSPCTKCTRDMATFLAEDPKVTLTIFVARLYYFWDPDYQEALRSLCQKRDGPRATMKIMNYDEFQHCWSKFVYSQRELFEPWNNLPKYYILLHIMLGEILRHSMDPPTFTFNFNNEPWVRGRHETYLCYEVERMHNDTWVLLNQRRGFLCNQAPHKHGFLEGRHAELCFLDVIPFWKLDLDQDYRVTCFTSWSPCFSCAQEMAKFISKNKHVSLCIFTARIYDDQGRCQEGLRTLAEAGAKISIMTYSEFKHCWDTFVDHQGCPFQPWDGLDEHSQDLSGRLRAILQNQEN
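Read-out is eYFP fluorescence (Ex 488/Em 500-530) from Vif-expressing HeLa A3G-eYFP cells; more signal means A3G escaped Vif-mediated degradation. Cells plated overnight, compound pinned in, incubated overnight at 37 deg C.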
An asterisk follows results filed as active; u = inconclusive; x = no result given; & = joins results of further samples; [ ] = another dose, or the depositor's remark. Unless noted, calls come from the whole dose curve; as a rule, active = well fitted curve in the direction sought with a large enough effect; inconclusive = small, poorly fitted or top-dose-only effect, or another doubt; inactive = no such curve, though single readings can be large; an effect the other way counts as inactive or inconclusive. Not all compounds are listed. The share of hits here may be higher or lower than overall.

entry	SMILES	RGS4 inh	ERG Ets-DNA blk	Glioma ERSR ind	Vif-A3G inh	D2 antag	Vif-A3F inh	ALOX12 inh	D2 agonist	LDHA inh
1	Cc1ccc2c(c1)N(CC(=O)NCCCN1CC(C)CC(C)C1)C(=O)c1cccnc1O2 (configuration not stated)	-5%	-11%	-3%	-2%	10	0%	431%[activator]	0.5	-5
2	O=C1CCc2cc(NS(=O)(=O)c3cc(F)ccc3F)cc3c2N1CC3	30%	-11%	-3%	-5%	x	6%	u	x	-4
3	CC(=O)N1CCc2c(sc3c2c(=O)n(-c2ccccc2C)c(=O)n3CC(=O)c2ccccc2)C1	0%	2%	3%	4%	x	-2%	-25%	-0.6	-1
4	CCOC(=O)CC(=O)CSc1nc(N)c(C#N)c(-c2ccc(F)cc2)c1C#N	-29%	-2%	3%	-4%	-5	-2%	-44%	0.0	-5
5	O=C(CN1C(=O)NC2(CCOc3ccccc32)C1=O)N1CCCCC1 (configuration not stated)	-30%	27%	-1%	1%	x	0%	-16%	x	-5
6	O=C(c1ccc2c3c(cccc13)CC2)N1CCN(c2ncccn2)CC1	21%	1%	-2%	0%	x	-8%	-21%	x	-5
7	Cc1ccc(S(=O)(=O)NC2=NCCC2)cc1	-49%	14%	2%	-1%	-1	9%	0%	0.3	-6
8	CCc1ccc(CN(C)C(C)C(=O)NCc2ccccc2)cc1 (configuration not stated)	-1%	3%	-3%	-4%	-8	0%	0%	-1.2	0
9	CCOC(=O)C1CCCN(c2c(C(=O)c3ccc(C)cc3)cnc3ccc(OCC)cc23)C1 (configuration not stated)	12%	0%	-3%	-2%	x	-6%	u	0.3	5
10	COCCCNC(=O)Cn1cc(/C=C(\C#N)C(=O)NC2CC2)c2ccccc21	-2%	0%	-2%	0%	4	1%	-6%	-0.2	-3
11	O=C(NCCN1CCOCC1)c1ccc2c(c1)N(Cc1ccc(F)cc1)C(=O)c1ccccc1S2(=O)=O	8%	-14%	-4%	2%	11	2%	-23%	0.3	-4
12	COC(=O)[C@@]1(Cc2ccc(OC)cc2)[C@@H]2C(=CC(=O)[C@H]2CC(=O)C(=O)N2CCCC2)CN1C(=O)c1ccccc1	u	16%	-10%	u	38*	-10%	x	0.5	2
13	CCOCCCn1c(SCC(=O)NCc2ccc3c(c2)OCO3)nc2ccccc2c1=O	8%	9%	1%	-11%	13	-21%	-3%	-0.7	-2
14	Clc1ccc(Cn2ncc3c(NCc4ccco4)ncnc32)c(Cl)c1	-9%	-1%	-3%	-8%	18	-2%	u	-0.1	-1
15	COc1cccc(CN(C)CC2CCCN(CCc3ccc(Cl)cc3)C2)c1OC (configuration not stated)	5%	-5%	0%	0%	-33	-5%	0%	0.5	-7
16	COC(=O)C1=C(COc2ccccc2)NC(=O)NC1c1ccc(Br)cc1 (configuration not stated)	-16%	16%	-6%	-5%	-5	0%	0%	0.1	-3
17	CCOc1ccccc1N1CCN(C(=O)c2ccc(S(=O)(=O)Nc3ccccc3)cc2)CC1	-3%	-8%	-1%	0%	-23	2%	186%[activator]	0.3	0
18	COC(=O)c1cc(NC(=O)c2cc(-c3ccccc3Cl)oc2C(F)(F)F)ccc1N1CCOCC1	-21%	6%	-2%	-2%	-1	-10%	-2%	-1.1	-2
19	COC(=O)Cc1ccc(NC(=S)N2CCN(c3ccccn3)CC2)cc1	2%	-1%	-4%	1%	x	-9%	14%	x	2
20	O=C(NCc1ccccc1C(F)(F)F)C1CC(c2cccc(F)c2)=NO1 (configuration not stated)	-4%	-9%	0%	6%	42*	4%	-6%	1.0	-4
21	Cc1cc(C)n(-c2ccc(F)cc2)c(=O)c1C(=O)O	-36%	0%	-1%	2%	0	0%	0%	0.2	-3
22	COc1ccc2c(C)cc3nncn3c2c1	-10%	-14%	-6%	9%	x	1%	-8%	x	6
23	CN(C(=O)COC(=O)/C=C/c1ccc(S(=O)(=O)N2CCc3ccccc32)cc1)C1CCS(=O)(=O)C1 (configuration not stated)	13%	-1%	-3%	-1%	-6	4%	0%	12	-9
24	CCSc1sccc1C1C(C#N)=C(N)N(c2cccnc2)C2=C1C(=O)CCC2 (configuration not stated)	0%	-6%	-5%	0%	-8	6%	u	1.2	4
25	O=C(NC1CCOc2ccccc21)c1ccc(=O)[nH]c1 (configuration not stated)	6%	-4%	-4%	-4%	-3	-17%	-5%	0.5	-5
26	COc1cc(S(=O)(=O)Nc2ccc(C)cc2)ccc1N=Cc1c(C)[nH]n(-c2ccccc2)c1=O	3%	8%	-3%	-1%	-6	8%	0%	-1.0	-7
27	Cc1ccc(NC(=O)CSCC(=O)NCCc2ccccc2)c(C)c1	-18%	0%	-4%	4%	1	6%	7%	-0.6	-3
28	Cc1ccccc1CSCCC(=O)NCCC1=CCCCC1	-8%	-5%	0%	1%	-6	-5%	u	-2.1	1
29	CC(C)c1nnc(NC(=O)COc2ccc3c(c2)OCO3)s1	-4%	3%	0%	-19%	15	-9%	0%	-1.3	-1
30	COc1ccc(S(=O)(=O)N(CC(=O)O)c2ccccn2)cc1	19%	14%	-6%	-5%	16	11%	0%	0.2	-5

Complete entries from above. Values in the order: RGS4 inh	ERG Ets-DNA blk	Glioma ERSR ind	Vif-A3G inh	D2 antag	Vif-A3F inh	ALOX12 inh	D2 agonist	LDHA inh
Profile of Cc1ccc2c(c1)N(CC(=O)NCCCN1CC(C)CC(C)C1)C(=O)c1cccnc1O2 (configuration not stated) : -5%	-11%	-3%	-2%	10	0%	431%[activator]	0.5	-5
Profile of CN(C(=O)COC(=O)/C=C/c1ccc(S(=O)(=O)N2CCc3ccccc32)cc1)C1CCS(=O)(=O)C1 (configuration not stated) : 13%	-1%	-3%	-1%	-6	4%	0%	12	-9

Next section.
entry	SMILES	RGS4 inh	ERG Ets-DNA blk	Glioma ERSR ind	Vif-A3G inh	D2 antag	Vif-A3F inh	ALOX12 inh	D2 agonist	LDHA inh
31	Oc1ccc(Br)cc1C=Nc1ccc2c3c(cccc13)CC2	-16%	x	-4%	u	15	-10%	4%	8.2	10
32	CC(Sc1nncn1C)C(=O)Nc1nnc(C(C)C)s1 (configuration not stated)	-33%	7%	-1%	-1%	6	-7%	22%	0.6	1
33	COC(=O)c1c(-c2ccc(Cl)cc2)noc1N1CCN(c2ccc(C(C)=O)cc2)CC1	-41%	-5%	0%	-1%	x	-6%	-8%	0.5	2
34	COc1cc2c(cc1OC)C1(CCCCC1)CN(C)C2	-3%	10%	0%	2%	12	2%	4%	-1.6	-2
35	Oc1ccccc1-c1cc(-c2ccccc2)no1	3%	5%	-5%	-4%	-4	-11%	172%[activator]	0.4	-7
36	O=C(CCCc1ccccc1)NC1CC(=O)N(c2ccc(Cl)cc2)C1 (configuration not stated)	-23%	-6%	-4%	-4%	x	2%	-24%	-2.6	3
37	CCCCCCn1nnc2sc(-c3ccccc3)cc2c1=O	-27%	5%	x	x	x	x	-26%	-0.9	0
38	Cc1nc(C#N)c(NCc2ccc3c(c2)OCO3)o1	-5%	-7%	0%	-1%	-2	4%	-7%	-1.5	-3
39	O=C(Cn1nnc(-c2ccccc2)n1)NCC(=O)Nc1ccc(F)c(F)c1F	-7%	1%	-5%	0%	x	5%	27%	x	-1
40	CCOC(=O)c1ccccc1NC(=O)/C(C)=C/C(=O)O	-42%	-3%	-1%	-4%	-6	-7%	-12%	-0.8	1
41	Cn1c(CNC(=O)CNS(=O)(=O)c2ccccc2)cc(=O)n(C)c1=O	31%[11.4 µM]	8%	-5%	-13%	x	1%	-12%	x	-6
42	CC(C)N(C(=O)[C@H]1CC(CC(=O)NCCCn2ccnc2)C(=O)N2CCc3c([nH]c4ccccc34)[C@]12C)C(C)C (some centres not stated)	15%	-4%	0%	-2%	x	-1%	34%[activator]	x	-6
43	COc1ccc(OC2CCN(S(=O)(=O)c3ccc(OC)c(OC)c3)CC2)cc1	15%	-10%	6%	0%	x	-3%	0%	x	-4
44	Cc1ccccc1NC(=O)Cc1nnc(SCC(=O)Nc2ccccc2)n1C	-11%	4%	-3%	-1%	21	-4%	-23%	-0.9	1
45	Cc1ccccc1C(=O)Nn1cnnc1	11%	-4%	-3%	-2%	-3	-13%	55%[activator]	1.2	-6
46	CN1CC(=O)N=C1N	-15%&-4%	20%&-6%	-4%&0%&4%	1%&0%	9&-8	7%&4%	-7%&-2%	0.6&-0.7	-3&-2
47	Cc1ccc(OCC(=O)N/N=C2\CCOc3c(C)cccc32)cc1	-18%	-2%	1%	1%	x	1%	11%	x	-1
